# Screening results deposited in PubChem by several laboratories.
# Diaph act CS = compounds boosting diaphorase resazurin reduction – biochemical, uHTS, resorufin fluorescence, counter-screen for diaphorase-coupled primary assays, primary screen; AID 1229, 2008; Diaphorase/resazurin coupled assay, 16 min; active compounds read high; 1 = vehicle wells, 0 = NADH-free wells; activation factor at 20 µM; 0.005% of 190,000 active;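 active = diaphorase activity raised at least twofold by the compound at 20 µM; inactive = activation factor below 2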
#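 Material: Clostridium kluyveri diaphorase, purified enzyme; Quantity: enzyme 0.07 U/mL final; Medium: HEPES pH 7.4 buffer with MgCl2 and Tween 20; Dosing: single compound dose of 20 µM, 1% DMSO final; Schedule: 16 min reaction at room temperature; Measured by: red resorufin fluorescence at 544/590 nm excitation/emission.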
# PMI act hi M6P = human PMI activators, high substrate, primary screen, biochemical, fluorescence intensity, near-saturating mannose 6-phosphate. Mannose-6-phosphate isomerase (Homo sapiens), P34949. coupled PMI enzyme assay, resazurin fluorescence, 20 min; active compounds read high; 1 = untreated enzyme, 0 = substrate-free blank. activation factor at 20 µM. 0.34% of 190,000 active. AID 1216, 2008;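 active = activation factor of 2 or more at 20 µM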
# Target sequence (P34949 whole entry, looked up): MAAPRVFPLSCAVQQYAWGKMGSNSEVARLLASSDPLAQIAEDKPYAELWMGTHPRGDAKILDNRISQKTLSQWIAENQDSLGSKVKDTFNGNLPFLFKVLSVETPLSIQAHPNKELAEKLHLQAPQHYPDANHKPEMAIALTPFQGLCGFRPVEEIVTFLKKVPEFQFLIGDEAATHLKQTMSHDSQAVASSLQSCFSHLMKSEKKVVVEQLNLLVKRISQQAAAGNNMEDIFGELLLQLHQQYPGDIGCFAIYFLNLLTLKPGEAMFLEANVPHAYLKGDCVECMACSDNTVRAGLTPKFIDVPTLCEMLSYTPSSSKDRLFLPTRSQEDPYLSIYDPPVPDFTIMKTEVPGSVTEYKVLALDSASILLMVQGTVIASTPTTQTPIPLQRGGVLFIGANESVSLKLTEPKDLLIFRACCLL
#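 assay system = human phosphomannose isomerase with PGI, G6PDH, diaphorase coupling enzymes | quantity = 15 ng/mL PMI | incubation = enzyme reaction with compound 20 min at room temperature | medium = HEPES pH 7.4 buffer with MgCl2 and Tween-20 | compound dosing = one concentration, 20 µM, in 1% DMSO | measured by = Diaphorase-driven resazurin-to-resorufin fluorescence, excitation 544, emission 590 nm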
# bIAP activator = bovine intestinal alkaline phosphatase activators, primary screen, biochemical, bovine IAP, CDP-star luminescence. activation factor at 20 µM. purified bovine IAP, 30 min; active compounds read high; fold of DMSO-control signal, blank-subtracted. 0.17% of 200,000 active. alkaline phosphatase, intestinal [Bos taurus];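 active = activation factor of 2 or more at 20 µM, a signal rise over negative controls twice the positive control's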
# TNAP act hiacc = TNAP activators at high phosphate acceptor level, primary screen, biochemical, luminescence, uHTS; purified TNAP, CDP-star luminescence, 1 M DEA, 30 min; active compounds read high; 0 = EDTA background, 1 = DMSO-only activity; activation factor at 20 µM; 200,000 tested, under 10 active;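 active = activation factor at least 2 at 20 µM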
# Target sequence (P05186 whole entry, looked up): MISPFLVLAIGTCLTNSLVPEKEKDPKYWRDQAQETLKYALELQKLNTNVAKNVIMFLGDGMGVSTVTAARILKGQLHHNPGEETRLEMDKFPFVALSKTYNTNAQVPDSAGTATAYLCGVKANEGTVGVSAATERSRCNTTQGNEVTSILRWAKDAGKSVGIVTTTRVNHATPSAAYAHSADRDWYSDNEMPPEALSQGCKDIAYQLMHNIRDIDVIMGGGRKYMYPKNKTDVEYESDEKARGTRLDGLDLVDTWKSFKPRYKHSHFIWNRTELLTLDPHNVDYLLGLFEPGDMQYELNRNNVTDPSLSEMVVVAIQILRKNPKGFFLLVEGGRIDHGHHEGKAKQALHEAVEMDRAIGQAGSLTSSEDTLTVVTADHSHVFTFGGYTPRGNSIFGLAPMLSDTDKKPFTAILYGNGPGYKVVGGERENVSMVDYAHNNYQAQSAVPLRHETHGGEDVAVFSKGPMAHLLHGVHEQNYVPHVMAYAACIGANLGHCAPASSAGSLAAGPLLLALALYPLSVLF
#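 Dosing: 20 µM single point. System: human TNAP. Amount: TNAP 1/800 final. Incubation: 30 min, room temperature. Read-out: TNAP activation factor scaled between EDTA and DMSO control wells. Signal: luminescence from CDP-star hydrolysis. Medium: 1 M DEA, pH 9.8, Mg2+, Zn2+. Control set: EDTA negative control, DMSO positive control.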
# bIAP inhibitor = bovine intestinal alkaline phosphatase inhibitors, primary screen, selectivity assay for TNAP inhibitor project, biochemical, bovine IAP, CDP-star luminescence. purified bovine IAP, 30 min. inhibition, % at 20 µM. 190,000 tested, under 10 active. AID 1019, 2008;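 active = over 50% inhibition of intestinal alkaline phosphatase at 20 µM in the single-dose screen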
#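 Assay system – bovine IAP enzyme · Quantity – bovine IAP at 1/65,000,000 final dilution · Detection – CDP-star luminescence signal · Times – 30 min reaction at room temperature · Also added – CDP-star substrate at 30 µM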
# L major viab = Leishmania major promastigote growth inhibition, primary screen | Leishmania major promastigotes, resazurin fluorescence viability | inhibition, % at 10 µM | 9% of 200,000 active; in the data active = inhibition above about 50%;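 also: promastigotes grown with compound for 44 hours at 28 °C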
# TNAP inh noacc = human TNAP enzyme inhibitors, primary screen, biochemical, luminescent, no phosphate acceptor, uHTS; inhibition, % at 20 µM; Alkaline phosphatase, tissue-nonspecific isozyme (Homo sapiens), P05186; 0.26% of 200,000 active; purified TNAP, CDP-star luminescence, 30 min;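 active = tissue-nonspecific alkaline phosphatase inhibition above about 50% at 20 µM in the single-dose screen, limit read from the data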;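 also: 0% = DMSO negative control and 100% = EDTA positive control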
# PMI act = activators of human PMI, primary screen, biochemical, fluorescence intensity, near-Km mannose 6-phosphate; 0.005% of 190,000 active; AID 1214, 2008; Mannose-6-phosphate isomerase (Homo sapiens), P34949; activation factor at 20 µM; purified human PMI, coupled resazurin fluorescence, 20 min; active compounds read high; 1 = vehicle control, 0 substrate-free wells;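 active = activation factor of 2 or more at 20 µM, relative to plate controls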
# TNAP inh hiacc = human TNAP enzyme inhibitors, primary screen, biochemical, luminescent, high phosphate acceptor level, uHTS. Alkaline phosphatase, tissue-nonspecific isozyme (Homo sapiens), P05186. purified TNAP, CDP-star luminescence, 1 M DEA. inhibition, % at 20 µM. 0.03% of 200,000 active. AID 1135, 2008;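 active = over 50% inhibition of tissue-nonspecific alkaline phosphatase at 20 µM in the single-dose screen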;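 also: plate controls were DMSO wells for no effect and EDTA-quenched wells as full inhibition for full effect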
# Diaphorase inh = diaphorase inhibitors and chemical oxidizers, primary screen, counter-screen for diaphorase-coupled primary assays, biochemical, uHTS, resorufin fluorescence. 0.69% of 190,000 active. diaphorase resazurin-to-resorufin fluorescence, NADH, 16 min; bacterial (C. kluyveri) enzyme, not human. inhibition, % at 20 µM;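 active = primary screen inhibition at 20 µM above a set limit, cut at about 50% in these data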;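 also: plate controls were DMSO with full reaction for no effect and wells lacking NADH for full effect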
#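 material = Clostridium kluyveri diaphorase enzyme | amount = 0.14 U/mL diaphorase, enzyme working solution | schedule = incubation 16 min, room temperature | detection = fluorescence of resorufin formed from resazurin, Ex 544/Em 590 nm | benchmarks = positive control minus NADH, DMSO neutral control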
# An asterisk follows results filed as active; x = no result given.
SMILES,Diaph act CS,PMI act hi M6P,bIAP activator,TNAP act hiacc,bIAP inhibitor,L major viab,TNAP inh noacc,PMI act,TNAP inh hiacc,Diaphorase inh
Cc1ccc(CN2CCN(/N=C\c3cccc([N+](=O)[O-])c3)CC2)cc1,0.9,0.9,1,1,1,-3,-6,0.9,2,8
Cc1[nH]n(-c2cccc3ccccc23)c(=O)c1C=Nc1ccc2[nH]c(=O)[nH]c2c1,0.8,1,1.2,1,-15,6,-6,0.9,-2,16
NCCCS(=O)(=O)O,1,1,1.1,1,-14,-9,-4,1.1,2,0
Cc1cc(C)cc(NC2=NC3(CCCCC3)N=C(N)N2)c1,0.8,0.9,3.7*,1.2,-269,-2,-87,0.9,-19,19
COCCn1c(N)c(N(Cc2ccccc2)C(=O)C2CCCC2)c(=O)[nH]c1=O,0.9,1,1,1,1,1,-6,1,1,9
CCOC(=O)C1=C(CN2CCN(C(=O)OCC)CC2)NC(=O)NC1c1ccc2c(c1)OCO2 (centres undefined),1,1,1.1,1,-11,16,7,1,-3,2
CCOC(=O)c1cn[nH]c1N,0.9,1,1,1,0,-1,-8,0.9,-2,5
CC(C)NC(=O)c1ccccc1NC(=O)Cc1ccc([N+](=O)[O-])cc1,0.9,1.1,0.9,1,7,1,-12,1.2,-2,12
CN(C(=O)CCCN1C(=O)c2cccc3cccc(c23)C1=O)c1ccccc1,0.8,1.1,0.8,1,24,49,-12,1,1,22
CCC(=O)CCC(=O)c1ccc2ccccc2c1,1,1,1.1,1,-6,2,2,1,1,2
COc1ccc(CCn2c(-c3ccco3)nc3nc4ccccc4nc32)cc1OC,0.8,0.9,1.1,1,-8,x,-7,0.9,-2,15
CCOC(=O)c1nn(-c2ccc(C)c(C)c2)c(=O)c2c(N)scc12,0.8,0.5,0.8,1,15,48,0,0.8,-2,20
CCOC(=O)N1CCC(NC(=O)c2cc(S(=O)(=O)N3CCc4ccccc43)cn2C)CC1,0.9,1,0.9,1.1,7,6,4,1,-6,10
COc1cccc(CNC(=O)CCC2CCCN(C(=O)C3=CC(=O)CC(C)(C)O3)C2)c1 (centres undefined),0.9,1.1,1,1,0,-2,-7,1.1,-5,9
CN(C)S(=O)(=O)c1cccc(NC(=O)COC(=O)c2c[nH]c(=O)[nH]c2=O)c1,1,1,1,1.1,-2,-4,-25,1,-6,4
Cn1c(-c2sc(=S)n(-c3ccccc3)c2N)nc2ccccc21,0.9,1,0.8,1,16,-2,-44,1,3,14
COC(=O)Cc1ccc(NC(=S)N2CCCC(C)C2)cc1 (centres undefined),1.1,1.1,1.7,1.1,-70,-1,-10,1.1,-5,-9
COc1ccc(CCNc2nnc(Sc3nnnn3-c3ccccc3)s2)cc1OC,0.9,0.9,1,1,-5,40,-8,0.9,4,10
COc1ccc(CCNC(=S)NCc2cccs2)cc1OC,0.9,1,1,1.1,2,1,-15,0.9,-5,7
CC(=O)OCC1OC(n2ncc(=O)n(Cc3ccccc3)c2=O)C(OC(C)=O)C1OC(C)=O (centres undefined),0.9,0.9,1.2,1,-16,-1,-6,0.9,2,9
CCOc1cc(/C=N/NC(=O)Cc2ccc(C(F)(F)F)cc2[N+](=O)[O-])ccc1O,0.9,1,1,1,-1,11,16,1,0,10
Cc1cc(C)cc(N(C(C)C(=O)NCc2ccc3c(c2)OCO3)S(C)(=O)=O)c1 (centres undefined),0.9,1.1,1,1.1,-1,9,-16,1.1,-8,6
COc1cccc(C(=O)/C=C2\Sc3ccccc3N2C)c1,1,1.1,0.9,1.1,12,17,-20,1,-7,1
O=C(Cn1cnc2ccccc2c1=O)Nc1ccc2c(c1)OCO2,1,1,1,1,4,43,-4,1,-3,-1
CCCN(C(=O)CN1C(=O)NC2(CCCCCC2)C1=O)C1CCS(=O)(=O)C1 (centres undefined),1,1.1,1.2,1,-16,-4,5,1.1,-3,3
# Next compounds.
SMILES,Diaph act CS,PMI act hi M6P,bIAP activator,TNAP act hiacc,bIAP inhibitor,L major viab,TNAP inh noacc,PMI act,TNAP inh hiacc,Diaphorase inh
O=C(Nc1ccc(CN2CCOCC2)cc1)c1ccc(-c2cc(Cl)ccc2Cl)o1,0.8,0.9,0.9,1,5,99*,-7,0.9,-4,16
COC(=O)c1cc2c(C)nn(-c3ccccc3)c2s1,0.9,1,0.9,1.1,11,-3,-11,1,-7,15
COC(=O)c1ccc2nc(-c3ccc(S(C)(=O)=O)cc3)cn2c1,1,1.1,1.2,1,-15,27,-4,1.1,-1,-2
NC(=O)c1ccc(NC(=O)c2cccc(Oc3ccccc3)c2)cc1,0.9,1.1,0.9,1,11,3,-5,1,0,7
O=C(CSc1ccc(-c2ccc(F)cc2)nn1)Nc1ccc2c(c1)OCCO2,0.6,0.9,0.8,1,21,-7,0,0.8,4,37
CCOC(=O)C1(CCOC)CCN(Cc2ccc(C3CCCCO3)s2)CC1 (centres undefined),0.8,0.8,1.1,1.1,-9,12,-7,0.8,-6,23
COC(=O)C1(C(F)(F)F)N=C(N(C)C)OC(N(C)C)=N1,1,1,1,1.1,-3,-7,-9,1,-5,2
CCOC(=O)Cc1csc(NC(=O)COc2ccc(N(C)S(=O)(=O)c3ccc(C)cc3)cc2)n1,0.8,1,1,1,-3,3,21,1,-4,22
O=C(CSc1cccc[n+]1[O-])c1ccc(-c2ccccc2)cc1,0.9,1.4,1,1,-4,-8,-1,1.2,-4,12
COc1cc(S(=O)(=O)N2CCN(C)CC2)ccc1Cl,0.8,0.9,0.9,1,10,-2,-6,0.9,-1,17
O=C(CC(c1ccccc1)c1ccco1)N1CCCCC1 (centres undefined),0.9,1,0.9,1.1,9,0,-10,1.1,-6,7
O=C(NNc1ccnc2cc(Cl)ccc12)C1CCCCC1,0.8,0.7,1,1,1,10,-10,1,-2,19
O=C(CSc1nc2ccccc2[nH]1)Nc1cccc(S(=O)(=O)N2CCOCC2)c1,0.9,1,1,1,-4,13,-33,1,-2,12
O=C(N/N=C/c1ccco1)c1ccc(C(=O)N/N=C/c2ccco2)o1,0.9,0.9,1.3,1,-26,-1,-93,1.1,-4,7
CCCn1c(SCC(=O)NC(C)(C)C)nnc1C(C)C,0.9,1,1,1,3,17,-2,1,-3,10
Cc1cccc(NCc2ccccc2O)c1C,0.7,0.7,0.7,1,29,-3,-8,0.7,-1,27
COc1ccccc1OCC(=O)Nc1ccc(O)cc1C(=O)O,0.9,1.1,0.9,1,9,-9,-10,1,-3,6
Cn1cc(C(c2ccccn2)c2cn(C)c3ccccc23)c2ccccc21,0.8,1,0.9,1.1,8,32,-12,1,-8,19
O=C(NCc1n[nH]c(=S)n1-c1ccc([N+](=O)[O-])cc1)c1ccc(S(=O)(=O)N2CCOCC2)cc1,0.7,1,0.8,1,17,-3,-7,1,-4,33
C/C(=N\NC(=O)c1cc(Cl)ccc1O)c1ccc(Br)s1,1,1,0.9,1,8,-1,-6,1,-1,0
CC(C)n1c(SCC(=O)Nc2ccccc2N2CCOCC2)nc2c1c(=O)n(C)c(=O)n2C,0.8,0.9,0.8,1,23,12,-7,0.9,-1,18
CCCCCCCCn1c2c(c(=N)c3ccccc31)CCC2,x,x,0.9,1,15,100*,-1,x,-3,x
Cc1cccc(NC(=S)NCCc2ccc(S(N)(=O)=O)cc2)c1C,0.9,1,0.8,1,21,-4,-18,1,-1,9
COc1ccc(C(C)=O)cc1COC(=O)Cc1n[nH]c(=O)c2ccccc12,0.9,1,1,1,1,-2,-12,1.1,-1,5
CCOC(=O)Cc1csc(NC(=O)c2ccc(S(=O)(=O)N3CCCC3)cc2)n1,0.9,1,1,1,-2,11,-9,1,-3,10

# Only PMI act and TNAP inh noacc (3 entries from above):
SMILES | PMI act | TNAP inh noacc
CCOC(=O)Cc1csc(NC(=O)COc2ccc(N(C)S(=O)(=O)c3ccc(C)cc3)cc2)n1 | 1 | 21
COC(=O)Cc1ccc(NC(=S)N2CCCC(C)C2)cc1 (centres undefined) | 1.1 | -10
COc1cc(S(=O)(=O)N2CCN(C)CC2)ccc1Cl | 0.9 | -6

# (listing goes on)
SMILES,Diaph act CS,PMI act hi M6P,bIAP activator,TNAP act hiacc,bIAP inhibitor,L major viab,TNAP inh noacc,PMI act,TNAP inh hiacc,Diaphorase inh
C=CCc1cc(C(=O)N2CCCCC2)ccc1O,0.8,0.9,1,1,3,6,-10,0.9,-4,18
Cc1ccc(Nc2nc(-c3c(C)n(C)n(-c4ccccc4)c3=O)c(C)s2)cc1,0.8,1,0.9,1,9,28,-13,1,-4,19
Cc1ccc(C(=O)N2CCN(S(=O)(=O)c3ccc(C)c([N+](=O)[O-])c3)C2)cc1,0.8,1,0.9,1,10,0,-13,1,-5,22
C=CCNC(=O)c1ccccc1NC(=O)C1COc2ccccc2O1 (centres undefined),0.9,1,1,1.1,4,9,-3,1.1,-5,11
Cc1ccc2c(c1)c1cccc3c1n2CCN3CCC(N)=O,0.9,1,0.9,1,6,10,-10,0.9,-3,6
Cc1ccc(C(C)C)c(OCC(=O)OCc2c(C)noc2C)c1,0.8,0.9,1.1,1.1,-6,-1,-6,1,-12,25
CCCC1=NN(c2ccc([N+](=O)[O-])cc2)C(=O)/C1=C/N(C)C,0.8,0.8,1.3,1,-28,-5,9,1.1,4,16
COc1cc(/C=C(\C#N)C(=O)NC2CCCCC2)ccc1OCc1ccc(C(=O)O)cc1,1,0.9,1,1,-1,12,-1,1.1,2,-3

# Random excerpt: two entries already listed, in no set order.
SMILES,Diaph act CS,PMI act hi M6P,bIAP activator,TNAP act hiacc,bIAP inhibitor,L major viab,TNAP inh noacc,PMI act,TNAP inh hiacc,Diaphorase inh
Cc1ccc(Nc2nc(-c3c(C)n(C)n(-c4ccccc4)c3=O)c(C)s2)cc1,0.8,1,0.9,1,9,28,-13,1,-4,19
CCCC1=NN(c2ccc([N+](=O)[O-])cc2)C(=O)/C1=C/N(C)C,0.8,0.8,1.3,1,-28,-5,9,1.1,4,16
